Screens (PubChem BioAssay)
PAFAH1B2 inh: blocks human PAF acetylhydrolase 1b catalytic subunit 2. recombinant PAFAH1B2, FP-rhodamine activity probe, fluorescence polarization. inhibition, % at 3.39 µM. 340,000 tested, 1.2% active. AID 492953;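 active = inhibition above the mean of all tested compounds plus 3 SD, cut at about 24% in these data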;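 note: 0% = enzyme with DMSO and 100% = wells lacking PAFAH1B2; many of its hits are not listed in these tables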
Target sequence (P68402 whole entry, looked up): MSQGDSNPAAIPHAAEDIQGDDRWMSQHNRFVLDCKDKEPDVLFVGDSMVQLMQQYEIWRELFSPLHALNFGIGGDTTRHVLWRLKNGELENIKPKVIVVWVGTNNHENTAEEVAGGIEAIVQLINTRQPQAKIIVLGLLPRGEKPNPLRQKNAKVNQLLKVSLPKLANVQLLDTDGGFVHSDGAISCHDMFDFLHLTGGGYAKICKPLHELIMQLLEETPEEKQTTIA
PREPL inhibitor: human PREPL enzyme inhibition. recombinant PREPL, fluorescence polarization activity-based probe. 320,000 tested, 0.68% active. inhibition, % at 5.96 µM. Q4J6C6; in the data active = inhibition above about 43%;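 note: 0% = enzyme with DMSO and 100% = wells lacking enzyme; many of its hits are not listed in these tables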
EBNA-1 inh: blocks EBNA-1 binding to DNA. 300,000 tested, 0.34% active. AID 1950. inhibition, % at 14.8 µM. EBNA-1 DNA binding, fluorescence polarization; in the data active = inhibition above about 28%
LYPLA2 counter: counter-screen for PME1 inhibitors: inhibitors of human LYPLA2 | O95372 | recombinant LYPLA2, FP-Rh probe fluorescence polarization | inhibition, % at 5.9 µM | 320,000 tested, 0.38% active | AID 2177;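 active = inhibition above the screen-wide mean plus 3 SD, limit set per campaign, cut at about 26% in these data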;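 note: 0% = LYPLA2 with DMSO and 100% = wells lacking LYPLA2 enzyme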
Target sequence (O95372 whole entry, looked up): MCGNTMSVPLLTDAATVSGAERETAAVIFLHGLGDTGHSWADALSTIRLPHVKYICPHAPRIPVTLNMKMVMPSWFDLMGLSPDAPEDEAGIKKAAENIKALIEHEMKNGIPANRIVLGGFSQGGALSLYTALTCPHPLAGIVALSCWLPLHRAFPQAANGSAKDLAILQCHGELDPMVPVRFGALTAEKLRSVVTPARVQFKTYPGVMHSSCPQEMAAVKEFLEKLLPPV
PAFAH2 inh: PAFAH2 (human) inhibition. 340,000 tested, 0.99% active. AID 492956. Q99487. recombinant PAFAH2, FP-rhodamine activity probe, fluorescence polarization. inhibition, % at 3.39 µM;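 active = inhibition above the mean over all tested compounds plus 3 SD, cut at about 30% in these data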;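 note: inhibitors block probe labeling of enzyme so polarization drops; 0% = enzyme with DMSO and 100% = wells lacking PAFAH2 protein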
ZTA DNA inh: ZTA (EBV) inhibition in EBNA-1 counter-screen; P03206; 320,000 tested, 0.15% active; inhibition, % at 11 µM; ZTA-DNA binding, fluorescence polarization; in the data active = inhibition above about 33%
LYPLA1 counter: blocks human lysophospholipase 1, a PME1 counter-screen. 320,000 tested, 0.16% active. recombinant LYPLA1, FP-Rh probe fluorescence polarization. inhibition, % at 5.9 µM. O75608;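 active = inhibition above the mean of all tested compounds plus 3 SD, set per campaign, cut at about 14% in these data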;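 note: inhibitors block serine hydrolase probe labeling of LYPLA1 so polarization falls; 0% = enzyme with DMSO and 100% = wells lacking LYPLA1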
Target sequence (O75608 whole entry, looked up): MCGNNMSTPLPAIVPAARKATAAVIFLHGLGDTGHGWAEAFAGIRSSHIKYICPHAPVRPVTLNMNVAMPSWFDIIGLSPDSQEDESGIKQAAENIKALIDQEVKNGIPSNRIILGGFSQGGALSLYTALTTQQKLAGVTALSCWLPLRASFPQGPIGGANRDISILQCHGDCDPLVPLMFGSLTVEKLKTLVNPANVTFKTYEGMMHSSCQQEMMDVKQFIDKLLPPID
PAFAH1B3 FP inh: blocks human PAF acetylhydrolase 1B catalytic subunit 3 | 340,000 tested, 0.28% active | inhibition, % at 3.39 µM | recombinant PAFAH1B3, FP-rhodamine probe, fluorescence polarization | Q15102 | AID 492972;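 active = inhibition above the screen-wide average of all tested compounds plus 3 SD, cut at about 25% in these data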;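 note: 0% = enzyme with DMSO only and 100% = wells lacking PAFAH1B3 protein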
Target sequence (Q15102 whole entry, looked up): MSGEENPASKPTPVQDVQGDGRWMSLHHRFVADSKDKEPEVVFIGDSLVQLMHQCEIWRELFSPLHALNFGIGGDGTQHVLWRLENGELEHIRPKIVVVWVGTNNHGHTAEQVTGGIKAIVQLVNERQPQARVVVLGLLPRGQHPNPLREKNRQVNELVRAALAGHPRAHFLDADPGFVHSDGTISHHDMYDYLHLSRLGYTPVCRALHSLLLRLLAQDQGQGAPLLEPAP
pPAFAH FP inh: inhibitors of human plasma PAF acetylhydrolase (pPAFAH) | AID 463082 | Q13093 | recombinant pPAFAH, FP-rhodamine probe fluorescence polarization | inhibition, % at 3.39 µM | 330,000 tested, 1.5% active;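 active = inhibition above the mean inhibition across the screen plus 3 SD, cut at about 25% in these data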;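 note: inhibitors block binding of the rhodamine activity-based probe so polarization drops; 0% = enzyme with DMSO and 100% = wells lacking pPAFAH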
* hit, by the source's call; / = no result given. An excerpt. The share of hits here may be higher or lower than overall.

SMILES	PAFAH1B2 inh	PREPL inhibitor	EBNA-1 inh	LYPLA2 counter	PAFAH2 inh	ZTA DNA inh	LYPLA1 counter	PAFAH1B3 FP inh	pPAFAH FP inh
CCc1nnc(NC(=O)C2COc3ccccc3O2)s1 (stereo unspecified)	3	0	9	0	0	14	-3	2	3
CCN(CC)C(=O)CN1CCN(c2ccccc2F)CC1	0	3	-6	0	-3	-16	-1	2	0
CCCCN(C(=O)C1=COCCO1)c1c(N)n(CCC)c(=O)[nH]c1=O	2	-6	-2	4	-4	-8	0	6	3
Cc1c(NC(=O)CCCN2C(=O)c3cccc4cccc(c34)C2=O)c(=O)n(-c2ccccc2)n1C	5	11	6	6	2	-2	5	11	2
C=CCn1c(N)c(C(=O)Nc2ccccc2)c2nc3ccccc3nc21	1	18	-2	-5	13	9	-4	5	3
CC1CCCN(C(=O)CNS(=O)(=O)c2cccs2)C1 (stereo unspecified)	6	7	-3	-5	9	-10	-1	2	-2
COc1ccc(NC(=O)c2cc(S(=O)(=O)N3CCOCC3)cs2)cc1	0	9	-11	-8	8	-4	0	-1	3
COc1ccc(-c2ccnc(SCC(=O)N3CCOCC3)n2)cc1	4	4	-6	-6	2	-4	-3	9	-5
O=S(=O)(c1ccccc1)N1CCN(Cc2c(O)ccc3ccccc23)CC1	8	9	/	/	3	/	/	6	3
O=C(CSc1nc2ncc(Cl)cc2[nH]1)N1CCC(Cc2ccccc2)CC1	3	2	/	/	-15	/	/	8	0
COCC(C)NC(=O)c1cccc(Cl)c1 (stereo unspecified)	0	0	0	3	4	-1	-2	9	2
CC(C)c1ccc(N(CC(=O)NCC2CCCO2)C(=O)Cn2nnc(-c3cccs3)n2)cc1 (stereo unspecified)	2	10	-4	0	4	-2	3	6	7
COc1ccc(NC(=O)/C(Cl)=C(/Cl)S(=O)Cc2ccc(C)cc2)cn1 (stereo unspecified)	4	-3	-2	-4	0	-12	-2	-1	1
COc1cc(/C=N/NC(=O)c2cc(-c3ccco3)nc3ccccc23)cc(OC)c1O	2	9	-11	-8	1	3	-7	11	21
COc1ccc2[nH]c(=O)c(CN(CCc3ccccc3)Cc3nnnn3CC3CCCO3)cc2c1 (stereo unspecified)	6	15	-1	-8	3	1	-2	15	-2
Cc1ccc(NC(=O)C(c2ccccc2)N(C)C)cc1Cl (stereo unspecified)	2	-9	-9	-3	-2	-10	7	-1	0
O=C(CS(=O)CC(=O)N(c1ccccc1)C(C(=O)NC1CCCC1)c1cccs1)Nc1ccc(F)cc1 (stereo unspecified)	-4	-6	8	2	-8	-10	3	5	-1
C=CCn1c(SCC(=O)Nc2ccccc2F)nc2ccccc2c1=O	4	2	5	11	1	2	2	9	1
CCOC(=O)C(C)Sc1snnc1C (stereo unspecified)	-1	7	-3	3	2	-3	1	2	8
O=C(CSc1nnc(-c2ccco2)n1-c1ccccc1)NCCc1ccccc1	7	0	-10	-1	5	-1	-3	5	-4
CCCc1cc(=O)[nH]c(SCCCCN2C(=O)c3ccccc3C2=O)n1	5	2	-2	4	5	4	1	-8	-3
Nc1cc(-c2ccc(Cl)cc2)nn1S(=O)(=O)c1cccc2nsnc12	1	15	-6	-7	10	3	-2	1	8
O=C(COc1ccc(Br)cc1)NCc1ccccn1	1	21	6	10	11	-13	-2	2	5
CCCCC12CN3CC(C)(CN(C1)C3c1ccc([N+](=O)[O-])o1)C2=O (stereo unspecified)	2	3	4	1	-6	-5	1	8	-3
CN1CCN(CCCCC(=O)c2ccccc2)CC1	10	-4	2	8	-5	-10	1	6	-1
CCc1nonc1NC(=O)COc1cc(C)c(Cl)c(C)c1	2	-3	3	-1	-5	15	-1	0	-1
CN(C(=O)c1cc2c(=O)n3ccccc3nc2n1C)C1CCCCC1	1	8	-4	-7	4	-25	-2	1	1
C=CCC1CCC/C(=N\NS(=O)(=O)c2ccc(C)cc2)C1 (stereo unspecified)	0	-42	-8	9	2	-8	4	2	4
CC(=O)C1=C(C)NC(=O)NC1c1ccc(OC2CCCC2)cc1 (stereo unspecified)	3	-1	0	-3	6	8	-4	4	5
O=C(N/N=C/c1cccnc1)c1ccccc1OCc1ccc(Cl)cc1	/	-21	-10	1	/	-16	-1	/	2
CN(C)CCCN(C(=O)c1ccc2c(c1)OCCO2)c1nc2ccc(Cl)cc2s1	7	-3	-7	-13	3	-3	-2	1	2
Cn1c(O)c(N=NC(=N)N)c2ccccc21	-2	-5	-4	-2	8	-11	1	4	-3
Cc1nc(NC(=O)CSc2nnc(-c3ccc4c(c3)OCO4)o2)c(Cl)cc1Cl	5	-6	-5	-2	2	-13	-2	-3	4
Cc1cc(C)nc(SCNC(=O)c2ccc(Cl)cc2)n1	3	-6	2	4	-2	-19	2	8	-3
N#Cc1c(N)n[nH]c1CCCN	7	-2	3	-4	0	-6	-1	10	6
O=C(NCC1CCCO1)c1ccccc1NS(=O)(=O)c1ccc(F)cc1 (stereo unspecified)	4	13	/	3	5	4	3	4	1
O=C(Nc1ccc(Cl)cc1C(F)(F)F)c1ccc(Cl)cc1	3	17	-7	7	1	-12	1	4	-2
O=C(O)CSc1cccnc1Sc1ccc(Cl)cc1	/	-2	5	5	/	8	0	/	5
Cc1nc(N2CCN(c3ccccc3)CC2)nc2c1C(=O)CC(c1ccccc1)C2 (stereo unspecified)	0	-6	-1	-5	2	-5	0	-2	0
CCCCCCOC(=O)C[N+](C)(C)CCOC1CC2CCC1(C)C2(C)C (stereo unspecified)	-3	31	-1	-2	-1	-14	3	2	7
O=C(O)C1CCC(CN(Cc2cccc(Br)c2)C(=S)Nc2ccccc2F)CC1 (stereo unspecified)	-1	-2	8	6	-6	2	-1	4	3
CC(C)NC(=O)NC(=O)COc1c(F)c(F)cc(F)c1F	2	1	-5	0	-3	2	1	0	5
COc1cccc(CNS(=O)(=O)c2cc(Br)cc3c2N(C(C)=O)C(C)C3)c1 (stereo unspecified)	0	4	6	2	1	2	-3	1	0
Cc1ccc(OCC(=O)NC2CCSc3ccccc32)cc1 (stereo unspecified)	7	-18	-5	5	-2	-21	2	5	6
FC(F)(F)c1ccc(Oc2ccc3c(C(F)(F)F)cc(C(F)(F)F)nc3n2)cc1	0	23	-2	-2	-4	0	-4	2	-5
Nc1nc(N)c(N=Nc2ccc(C(=O)O)cc2)c(N)n1	1	-1	-4	-8	-4	8	-1	11	-5
O=C(NCc1ccc2[nH]c3c(c2c1)CCCC3)N1CCOCC1	/	11	-15	1	/	-10	4	/	9
CCn1c(=O)c2cc(C(=O)N(C)c3cc(C)ccc3OC)sc2c2ccccc21	-2	-8	-25	0	6	0	0	5	-3
O=C(CCNC(=O)c1ccccc1Cl)Nc1cc(S(=O)(=O)N2CCOCC2)ccc1N1CCCC1	3	4	-4	-2	5	-6	0	3	2
COCCn1c(SCc2ccccc2F)nc2ccccc2c1=O	-1	0	-3	-4	0	7	-1	1	4
Cn1cc(C(=O)Nc2cccc(F)c2)cn1	0	10	-8	2	-4	15	-1	-3	-2
COc1ccccc1N(CC(=O)NC1CCCCC1)S(C)(=O)=O	-4	-1	-11	-7	4	-17	-2	3	-3
CCc1nnc2cccc(Cl)n12	6	2	2	0	8	10	0	9	1
COc1ccc(/C(C)=N/NC(=O)c2ccncc2)cc1	1	2	4	-3	-5	5	-3	-2	5
Cc1ccc(-n2c(Cl)c(Cl)nc(Cl)c2=O)cc1	1	3	1	0	-8	-10	-3	9	1
CCOc1ccc(N(C(=O)c2snc(C(N)=O)c2N)C(C)C(=O)NC2CCCCC2)cc1 (stereo unspecified)	3	-11	-6	-3	2	-9	-3	3	-7
CCC1(C)Cc2[nH]c(=O)c(C#N)cc2CO1 (stereo unspecified)	-2	6	9	-7	-9	3	-1	-1	1
Cc1cc(OCc2ccc(C(=O)NN=C3CCCC3)cc2)ccc1Cl	0	12	-2	-18	6	-28	-5	-1	5
CCCCCCCC[n+]1cccc2c3ccccc3ccc21	6	12	-15	6	-1	-6	3	8	-5
CCOC(=O)[C@@H]1[C@H]2COc3ccc(Br)cc3[C@H]2N2C(=O)N(c3ccc(OC)cc3)C(=O)[C@]12C	1	-87	/	/	3	/	/	0	0

Three of the entries above in order of the PREPL inhibitor value, lowest first:
Compound | PAFAH1B2 inh | PREPL inhibitor | EBNA-1 inh | PAFAH2 inh | PAFAH1B3 FP inh | pPAFAH FP inh
Cc1cc(C)nc(SCNC(=O)c2ccc(Cl)cc2)n1 | 3 | -6 | 2 | -2 | 8 | -3
COc1ccc(-c2ccnc(SCC(=O)N3CCOCC3)n2)cc1 | 4 | 4 | -6 | 2 | 9 | -5
COc1ccc2[nH]c(=O)c(CN(CCc3ccccc3)Cc3nnnn3CC3CCCO3)cc2c1 (stereo unspecified) | 6 | 15 | -1 | 3 | 15 | -2

Later entries:
SMILES	PAFAH1B2 inh	PREPL inhibitor	EBNA-1 inh	LYPLA2 counter	PAFAH2 inh	ZTA DNA inh	LYPLA1 counter	PAFAH1B3 FP inh	pPAFAH FP inh
CCn1c(O)c(N=NC(=O)Cn2ccc(C(F)(F)F)n2)c2ccccc21	0	1	-2	3	-2	17	0	2	-1
CC1Cc2cc(S(=O)(=O)NCCC(=O)NCc3ccc(F)cc3)ccc2N1C(=O)C1CC1 (stereo unspecified)	4	0	1	3	8	-9	0	6	3
COc1ccc(C(C#N)c2cnccn2)cc1OC (stereo unspecified)	0	5	-1	8	3	-13	2	4	-3
CC(=O)N1CCN(c2ccc(N)cc2)CC1	6	14	/	1	-2	8	-1	3	20
COc1ccc(N2CC(C(=O)Nc3nnc(SCc4ccccn4)s3)CC2=O)cc1 (stereo unspecified)	2	19	7	4	6	-8	-2	4	1
CC(/C=N/NC(=O)c1cc(C2CC2)[nH]n1)=C\c1ccccc1	2	0	3	6	1	-7	4	2	2
COc1ccc(-c2nnc(SCC(=O)Nc3nncs3)o2)cc1	-3	-3	-7	5	0	6	4	7	4
CN(C)C(=S)Nc1ccc2c(c1)OCCO2	4	5	1	0	4	9	-1	-1	2
O=C(COC(=O)c1c[nH]c2ccccc12)NC1CCCC1	5	7	/	6	72*	15	-2	10	14
CC1=Nc2ccc3ccccc3c2C1(C)C	6	-8	3	-1	3	-2	0	5	5
CN(C)c1ccc(CNc2ncc(Br)cc2Br)cc1	0	7	6	5	3	3	1	6	8
Cc1ccc2[nH]c(=O)c(CN(Cc3ccc4c(c3)OCO4)Cc3nnnn3Cc3ccco3)cc2c1	-4	-2	-5	-4	-5	-5	-7	-2	15
CCOC(=O)C(=Cc1ccccc1OC)C(=O)OCC	-2	-6	-2	4	-6	-16	1	2	4
C=CCn1c(SCC(=O)Nc2ccc(N(C)C)cc2)nnc1-c1cccc(C)c1	0	13	2	-2	4	23	-2	7	10
c1ccc2c(-c3nc(C4CCCCC4)no3)cc(-c3ccncc3)nc2c1	0	7	-1	1	1	-3	-4	1	1
COc1ccc(C(=O)NCCc2c[nH]c3ccccc23)cc1S(=O)(=O)N1CCCCC1C (stereo unspecified)	-6	11	/	-7	7	1	-4	-5	-3
CSc1ccc(/C=C(\NC(=O)c2ccccc2)C(=O)NN)cc1	4	2	-1	-10	2	-2	-5	-1	0
CCn1c(Sc2nc(C)nc3scc(-c4cccs4)c23)n[nH]c1=O	2	8	-10	-1	-2	-2	-3	2	4
CCCSc1nc(O)c(C2OC(=O)c3c2ccc(OC)c3OC)c(=O)n1-c1ccccc1 (stereo unspecified)	-1	9	-8	-11	9	1	-1	1	1
CCc1cc(=O)oc2cc(C)c3c(C)coc3c12	5	-8	0	2	2	6	-5	-13	4
O=C(NCCNC(=O)c1cnccn1)c1cccc(Cl)c1	3	16	-3	-1	0	6	-2	16	-3
